NCI-60 one-dose screen, 48 h, at 10 µM unless noted. Numbers give growth in % (100 = growth as untreated, 0 = no growth, -100 = all killed).
MOLT-4 – MOLT-4 leukemia cells; 6.9% of 80,000 active; AID 1794779
HOP-62 – HOP-62 NSCLC | AID 1794735 | 3.9% of 80,000 active
K-562 – K-562 leukemia; 7.4% of 78,000 active
HOP-92 – HOP-92 NSCLC cells; 6.3% of 71,000 active
EKVX – EKVX NSCLC | 3% of 71,000 active | AID 1794765
SR – SR leukemia cells; 8.7% of 73,000 active; AID 1794780
CCRF-CEM – CCRF-CEM leukemia; 7% of 77,000 active
RPMI-8226 – RPMI-8226 leukemia cells | 7.5% of 77,000 active
Numbers without * were called inactive; / = not tested or not shown; & = joins results of further samples. How the source made its calls: active means growth percent below 10; inactive means the rest.

SMILES	MOLT-4	HOP-62	K-562	HOP-92	EKVX	SR	CCRF-CEM	RPMI-8226
CC(=O)[O][Hg][c]1c(N)c(C)cc(C)c1F	-11*	60	6.0*	12	/	-11*	-6.0*	-12*
COc1ccc(C2=C3CC[C@@H]4[C@H](CC[C@]5(C)C(=O)CC[C@@H]45)C3=CC3C(O)c4ccccc4N4C(=O)COC234)cc1 (stereo partly specified)	71	102	78	98	93	68	96	78
CCCCCCCNC(=O)CI	109	108	114	87	/	104	107	95
O=S(=O)(F)c1cccc(Cl)c1C[P+](c1ccccc1)(c1ccccc1)c1ccccc1	112	93	77	91	/	95	87	74
Cc1ccc(-c2nc3ccc(Cl)cc3c(=O)n2-c2ccccc2)cc1	96	72	97	/	91	115	99	100
N#C[Se]CCOC(=O)CCCCC1SCC2NC(=O)NC21 (stereo unspecified)	86	85	98	97	97	92	108	94
CNC(=O)Oc1cccc(C=O)c1	93	93	94	91	/	84	93	90
CC(CN1CCOCC1)C(C#N)(c1ccccc1)c1ccccc1 (stereo unspecified)	102	128	95	92	116	99	99	109
C#C[C@]1(O)CC[C@H]2[C@@H]3CC[C@@]45O[C@@H]4C(=O)CC[C@]5(C)[C@H]3CC[C@@]21C	98	102	91	/	104	75	96	80
NNP(=O)(c1ccccc1)c1ccccc1	109	117	/	98	/	101	97	99
C[N+](C)(C)Cc1cccc(C(F)(F)F)c1	103	101	98	87	98	100	104	101
CCOCCOC(=O)CCOCCN1CC1	114	101	115	/	101	111	107	103
O=C1c2ccccc2C(=O)N1[N+](=O)[O-]	108	/	105	91	/	95	90	101
CN1C(=O)C(=Cc2cn(C[C@@H](O)Cn3c4ccccc4c(=O)c4ccccc43)c3ccccc23)C(=O)N(C)C1=O	84	77	89	61	91	68	88	85
O[C@@]12C[C@@H]([C@H]3CO[C@@H]1O3)n1nnnc1N2	93	100	90	109	94	40	/	101
C/C(=C\c1ccn(-c2ccccc2N)n1)[C@@H]1C[C@@H]2O[C@]2(C)CCC[C@H](C)[C@H](O)[C@@H](C)C(=O)C(C)(C)[C@@H](O)CC(=O)O1	12	42	15	77	45	17	20	15
CC1(C)N=C(N)N=C(N)N1c1ccc(CCNS(=O)(=O)c2ccc(S(=O)(=O)F)cc2)cc1	97	90	102	104	108	92	102	105
O=C(NC([Se])=NC1CCCCC1)c1ccccc1	57	15	59	112	19	51	55	56
CN(CCO)CCc1ccccc1	108	88	99	102	105	99	106	108
C=CC(=O)OCCN(C)C	95	113	95	/	119	97	99	105
O=C1NC(=O)C(=Cc2ccccc2[N+](=O)[O-])C(=O)N1	101&108	86&105	101&100	93	99&95	104&104	96&95	104&104
CN1C2CNC(=O)CC1C1CCC2C1 (stereo unspecified)	95	100	94	/	110	104	105	115
O=C(O)CNC(=O)CF	89	93	110	111	96	89	111	110
CN(C)C1C(=O)C(C(N)=O)=C(O)C2(O)C(=O)C3=C(O)c4c(O)cccc4C(C)(O)C3CC12.[Cl][Sb]([Cl])[Cl] (stereo unspecified)	37	46	23	-5.6*	41	19	17	15
CC(C)N(CCC(C(N)=O)(c1ccccc1)c1ccccc1)C(C)C	95	96	90	100	101	92	103	105
CC(C)CC(C)(c1ccc(O)cc1)c1ccc(O)cc1	145	84	101	94	92	118	92	87
O=C(COc1ccc([N+](=O)[O-])cc1)Nc1cccc(S(=O)(=O)F)c1	80	82	91	50	/	78	84	84
N#Cc1nc(-c2ccccc2)oc1N1CCC(S(=O)(=O)F)CC1	94	96	103	94	103	83	100	101
O=C(O)CNC(=O)C(Cl)(Cl)Cl	92	107	108	87	/	90	/	92
CC(C)OP(=S)(S)OC(C)C	102	97	110	100	/	94	106	/
N#CC(C#N)=Cc1ccc(F)cc1	101	109	100	94	107	/	100	106
CSc1nc(Cl)cc(N2CC2)n1	108	103	120	93	106	109	78	74
CC1CN1P(=O)(Oc1ccc2ccccc2c1)N1CC1C (stereo unspecified)	111&104	126	104&111	104&96	106&102	105&99	98&109	95&109
CC(C)c1cc([N+](=O)[O-])cc([N+](=O)[O-])c1O	98	98	119	75	110	94	103	116
Sc1cc(Cl)c(Cl)cc1Cl	111	99	114	99	97	119	99	116
O=C1c2ccccc2CCC1Cl (stereo unspecified)	79	80	88	98	102	87	101	102
CNc1cccc2ccccc12	96	/	94	88	103	99	97	103
CC1CN1CCCCN1CC1C (stereo unspecified)	86	109	84	88	/	81	/	94
Cc1cc(C)c2c(c1)NP(=S)(c1ccccc1)N2 (stereo unspecified)	89	104	93	104	107	81	99	101
CCCCCN(CCCCC)N=O	115	112	124	112	/	121	/	104
CC(=O)N1N=C(c2ccc3c(c2)OCO3)CC1c1sc(N(CCCl)CCCl)nc1Cl (stereo unspecified)	78	87	88	/	93	84	94	/
CC(=O)Nc1nc2c(s1)C1=CC[C@H]3[C@@H]4CC[C@H](OC(C)=O)[C@@]4(C)CC[C@@H]3[C@@]1(C)CC2	83	56	35	87	83	21	58	31
CC1=C(C)C(=O)O[C@@H]([C@](C)(O)[C@]2(O)CC[C@@]3(O)[C@@H]4C[C@H]5O[C@]56CC=CC(=O)[C@]6(C)[C@H]4CC[C@]23C)C1	-13*	2.7*	3.6*	16	/	-23*	-8.7*	-19*
COC1=CC(=O)O[C@@H](CCc2ccc3c(c2)OCO3)C1	93	107	132	/	103	/	70	69
CNC(=O)Oc1cccc(N=CN(C)C)c1	122	103	113	105	91	/	40	107
COc1cc2c(cc1OC)C13CC[N+]4([O-])CC5=CCOC6CC(=O)N2C1C6C5CC34 (stereo unspecified)	86	103	92	49	112	/	55	75
COc1ccc(C(O)(c2ccccc2)c2ccncc2)cc1 (stereo unspecified)	91	98	95	117	94	96	82	103
NC(=NC1CCCCC1)NC(=O)NC1CCCCC1	89	87	100	83	91	107	92	99
Nc1cc2nonc2c2nonc12	99	103	/	/	103	/	93	112
N#CC(C#N)=Cc1ccc(Cl)cc1Cl	106	/	90	101	/	89	100	107
CCCCC1(CCI)C(=O)NC(=O)NC1=O	92	115	96	/	/	99	88	99
CCCCN(CCCC)CC(O)c1ccc(Cl)c(C)c1Cl (stereo unspecified)	99	99	105	78	104	101	102	104
c1cnc2[nH]cc(-c3csc(-c4cn(CCCCN5CCCCC5)c5ccccc45)n3)c2c1	56	82	11	48	83	-24*	63	52
Cc1ccc(C(=O)C2CN(C)CCC2(O)c2ccc(C)cc2)cc1 (stereo unspecified)	103	140	123	/	111	101	106	100
COc1ccc2oc(=O)cc(CN(CCCl)CCCl)c2c1	71	76	105	102	98	76	80	94
CC12C=CC(=O)C=C1CCC1C2C(O)CC2(C)C1CCC2(O)C(=O)COC(=O)CCCc1ccc(N(CCCl)CCCl)cc1 (stereo unspecified)	29&40	92&85	90&90	/	/	/	/	58&61
Clc1ccc(N2CCNCC2)cc1	96	89	83	/	/	91	87	95
NP(=O)(Oc1ccccc1)c1ccccc1 (stereo unspecified)	104	112	105	106	107	93	88	103
COc1cc([C@@H]2c3cc4c(c(O)c3C[C@H]3COC(=O)[C@@H]32)OCO4)cc(OC)c1OC	-30*	/	7.7*	-31*	44	-3.9*	-5.4*	-53*
CCC(C)P(=O)(N1CC1C)N1CC1C (stereo unspecified)	111	106	123	95	107	132	128	95
More structures
SMILES	MOLT-4	HOP-62	K-562	HOP-92	EKVX	SR	CCRF-CEM	RPMI-8226
N#CC1C(C#N)C2CCC1C1C2N1c1ccccc1 (stereo unspecified)	91	97	/	75	98	92	83	96
O=C1C=CC2CC1(O)C1CCCCN1O2 (stereo unspecified)	103	94	107	103	108	111	118	116
CSP(=S)(SC(C)C)SC(C)C	104	96	102	112	100	97	124	122
O=C1OCC2=C1C(c1ccccc1)c1cc3c(cc1N2)OCO3 (stereo unspecified)	21	15	14	31	48	8.7*	12	/
O=C(/C=C/c1ccc([N+](=O)[O-])cc1)c1nc2ccccc2n1Cc1ccc(Br)cc1	86	92	95	77	92	78	79	91
C[C@]12CCc3nc(Nc4ccccc4F)sc3C1=CC[C@@H]1[C@@H]2CC[C@]2(C)C(=O)CC[C@@H]12	14	87	22	116	94	11	27	15
O=[N+]([O-])/C=C/c1ccc(Cl)cc1	105	96	111	100	/	106	105	108
C#Cc1ccc2c(c1)C(c1ccccc1F)=NCC(=O)N2C	43	48	17	73	49	38	59	72
CC1=C2C(=C[C@@](C)(COS(C)(=O)=O)[C@@H]2O)C(=O)[C@](C)(O)C12CC2	10	0.7*	3.6*	-16*	4.4*	2.9*	11	/
O=C(OC1CCCCC1)c1ccccc1C(=O)OC1CCCCC1	68&71	103&98	43&65	76&87	100&92	/	86&79	65&49
CN(C)c1ccc(/C=N/N=C(/N)N[N+](=O)[O-])cc1	93	99	101	105	/	94	94	107
O=C(/C=C/C(=O)OCC(Cl)(Cl)Cl)OCC(Cl)(Cl)Cl	80	108	107	107	107	108	103	107
COC(=O)CCc1c[nH]c2ccc(N(CCCl)CCCl)cc12	23	47	71	84	97	13	/	86
COC(=O)C[C@](O)(CCC(C)C)C(=O)O[C@H]1C(OC)=C[C@@]23CCCN2CCc2cc4c(cc2[C@@H]13)OCO4	-5.1*	4.6*	4.0*	/	-16*	-27*	-5.4*	-20*
C/C(=N/N=C(N)N)c1cccnc1	100	92	91	84	99	97	102	95
C[C@]12CC(C(O)C(F)(F)F)C(=O)C[C@@H]1CC[C@@H]1[C@@H]2CC[C@]2(C)[C@@H](O)CC[C@@H]12 (stereo partly specified)	73	101	85	87	102	75	100	80
CC(=O)c1ccc(F)cc1	101	98	92	94	99	93	108	105
COc1ccc(C2=CC(c3ccc(OC)c(OC)c3)c3c(c4ccccc4oc3=O)O2)cc1OC (stereo unspecified)	12	49	1.2*	-13*	30	/	-6.1*	-49*
C1=C(N2CCCC2)CCCC1	98	101	79	99	97	88	100	98
C[C@@H](CO)NC(=O)C1C=C2c3cccc4[nH]cc(c34)C[C@H]2N(C)C1 (stereo partly specified)	107	115	115	124	108	/	104	105
O=C1NC(=O)C2(CC(C(=O)N(CCCl)CCCl)Oc3ccc(F)cc32)N1 (stereo unspecified)	93	92	105	113	97	88	94	105
CC1CCC2CON(C(C)(C)C)C2C1 (stereo unspecified)	98	102	97	/	/	87	96	108
CCCCOP(=O)(CCC(=O)NC)OCCCC	104	94	101	/	/	122	/	113
Nc1cccc(CCCCc2cccc(S(=O)(=O)F)c2)c1	90	103	107	/	/	116	92	102
CC1CCCCN1C(c1ccccc1)C(O)c1ccccc1 (stereo unspecified)	99	91	105	/	99	101	107	107
N#C[Se]CC(=O)Nc1cccc(C(F)(F)F)c1	9.4*	-58*	21	-69*	-95*	18	22	10
COC(=O)C1=C(Nc2ccc(Cl)c(C(F)(F)F)c2)C(=O)OC12C(=O)Nc1ccccc12 (stereo unspecified)	92	128	88	89	94	91	93	93
O=C1C2CC(CN3CCCCC23)C2CCCCN12 (stereo unspecified)	109	/	109	86	99	99	93	105
O=S(=O)(Cl)c1ccccc1 (tested in a mixture with another compound)	93	93	/	/	/	104	114	97
CC12C(C(=O)O)C1(c1ccccc1)C2C(=O)O (stereo unspecified)	96&98	103&103	99&89	96&97	107	87&89	91&103	86&108
CCN(CC)C(=S)Cl	112	103	112	128	111	106	102	109
CC1(C)[C@H](O)[C@H](F)C[C@@]2(C)Oc3ccc(C(=O)Nc4ccc5c(c4)NC(=O)C54CCN(CCCCC#N)CC4)cc3C[C@H]12	-20*	13	2.9*	42	82	10	14	-13*
COC(=O)[C@@H](C)C[C@H](Cc1ccccc1)NC(=O)c1nc([C@@H](C[C@H](C(C)C)N(C)C(=O)[C@@H](NC(=O)[C@H]2CCCCN2C)C(C)C)OC(C)=O)sc1C(C)C	5.6*	12	7.4*	31	31	3.2*	7.3*	20
Cc1cc(C(C)(C)C)ccc1O	100	102	103	94	112	94	106	105
CN1C2CCC1CC(O)C2 (stereo unspecified)	103	97	106	/	106	113	72	96
Cc1ccc(C(=O)O[C@H](C(=O)O)[C@H](OC(=O)c2ccc(C)cc2)C(=O)O)cc1	91	110	90	/	/	87	105	106

Some of the compounds tested. The share of hits here may be higher or lower than overall.
